Screening data (PubChem BioAssay)
EBI2 block: blocks human EBI2 receptor beta-arrestin signaling | inhibition, % at 5 µM | EBI2 beta-arrestin recruitment, luminescence, 7a,25-OHC stimulated | 360,000 tested, 0.81% active | P32249 | AID 651636; in the data active = inhibition above about 38%;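 also: enzyme fragment complementation signal reports receptor beta-arrestin coupling in cells; 0% = agonist plus DMSO wells and 100% = wells without agonist; some results beyond the cut were filed as inactive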
Target sequence (P32249 whole entry, looked up, the tested form may be a part): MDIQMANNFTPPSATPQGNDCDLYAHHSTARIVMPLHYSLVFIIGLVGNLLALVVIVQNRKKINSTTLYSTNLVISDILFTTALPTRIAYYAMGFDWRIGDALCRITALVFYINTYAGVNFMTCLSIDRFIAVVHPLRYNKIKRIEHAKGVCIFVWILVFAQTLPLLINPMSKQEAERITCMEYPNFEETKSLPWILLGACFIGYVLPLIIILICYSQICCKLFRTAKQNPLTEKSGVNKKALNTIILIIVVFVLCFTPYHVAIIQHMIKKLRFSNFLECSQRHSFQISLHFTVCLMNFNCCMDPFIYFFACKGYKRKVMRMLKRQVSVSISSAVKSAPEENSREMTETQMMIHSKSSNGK
Gli-Sufu block: blocks Gli-Sufu signaling in a luciferase reporter; Sufu-KO-LIGHT fibroblasts, Gli luciferase reporter luminescence; inhibition, % at 5 µM; 340,000 tested, 0.74% active; AID 588413;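 active = inhibition above about 55%, limit read from the data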;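 also: 0% = DMSO-treated cells and 100% = wells with medium but no cells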
APJ antag: APJ receptor antagonism; inhibition, % at 20 µM; CHO-K1 APJ beta-arrestin complementation, luminescence; 330,000 tested, 0.32% active; P35414;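 active = inhibition above about 40% at 20 µM, limit read from the data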;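 also: cells challenged with 10 nM apelin-13 agonist together with compound; plate controls were apelin-13 plus DMSO wells for no effect and DMSO wells lacking apelin-13 for full effect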
Target sequence (P35414 whole entry, looked up): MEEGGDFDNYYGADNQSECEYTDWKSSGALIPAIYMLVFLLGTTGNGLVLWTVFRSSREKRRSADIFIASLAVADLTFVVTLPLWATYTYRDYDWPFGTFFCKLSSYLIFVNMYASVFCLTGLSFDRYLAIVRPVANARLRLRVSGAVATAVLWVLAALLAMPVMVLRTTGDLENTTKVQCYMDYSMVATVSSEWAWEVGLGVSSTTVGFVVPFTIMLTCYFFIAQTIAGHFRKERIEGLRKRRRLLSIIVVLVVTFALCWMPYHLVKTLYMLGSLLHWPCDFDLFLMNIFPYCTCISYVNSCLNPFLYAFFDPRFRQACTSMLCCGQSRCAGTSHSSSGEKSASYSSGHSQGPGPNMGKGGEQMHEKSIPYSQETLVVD
UBC13 inh: blocks human UBC13 polyubiquitin chain formation; AID 485273; inhibition, % at 20 µM; 330,000 tested, 0.47% active; P61088; TR-FRET; in the data active = inhibition above about 45%, passing the limit was not always enough
CCR6 antag: CCR6 (human) receptor antagonism. P51684. CHO-K1 CCR6 PathHunter beta-arrestin, luminescence, CCL20-stimulated. inhibition, % at 20 µM. 340,000 tested, 0.49% active;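 active = compounds whose inhibition of the agonist-driven luminescence signal at 20 µM reaches about 50%, limit read from the data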;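 also: cells stimulated with CCL20 at 14 nM final; plate controls were DMSO with CCL20 for no effect and DMSO without agonist for full effect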
CXCR6 inh: blocks human CXCR6 beta-arrestin recruitment; O00574; CHO-K1 PathHunter CXCR6 beta-arrestin, luminescence; inhibition, % at 20 µM; 360,000 tested, 0.36% active; AID 602244; in the data active = inhibition above about 34%, passing the limit was not always enough;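 also: antagonist mode with CXCL16 agonist at 10 nM final; 0% = 10 nM CXCL16 with DMSO and 100% = unstimulated wells without agonist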
Target sequence (O00574 whole entry, looked up): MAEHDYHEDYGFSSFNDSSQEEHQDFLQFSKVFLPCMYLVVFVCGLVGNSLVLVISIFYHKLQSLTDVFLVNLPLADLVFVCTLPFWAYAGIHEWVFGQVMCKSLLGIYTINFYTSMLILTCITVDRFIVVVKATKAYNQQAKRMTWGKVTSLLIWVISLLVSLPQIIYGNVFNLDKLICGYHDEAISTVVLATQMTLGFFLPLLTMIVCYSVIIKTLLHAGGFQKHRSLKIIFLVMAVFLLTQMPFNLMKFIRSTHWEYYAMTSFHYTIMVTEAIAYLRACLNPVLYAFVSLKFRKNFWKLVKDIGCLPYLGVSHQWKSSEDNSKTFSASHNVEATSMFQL
ATG4B inhibitor: ATG4B (human) cysteine protease inhibition | inhibition, % at 8.33 µM | ATG4B cleavage of LC3-PLA2, NBD-HPC fluorescence, 1 h | 340,000 tested, 0.51% active; in the data active = inhibition above about 40%
APJ ag: agonists of human APJ apelin receptor; P35414; CHO-K1 APJ PathHunter beta-arrestin, luminescence; 0% DMSO wells, 100% apelin; activation, % at 20 µM; 330,000 tested, 0.11% active;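 active = activation more than six SD over the plate average, tested at 20 µM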;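 also: 0% = DMSO alone and 100% = apelin-13 at 10 nM; some results filed as inactive read as strong as hits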
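Assay system: CHO-K1 cells stably expressing ProLink-tagged human APJ and arrestin–beta-gal acceptor. Compound dosing: 20 µM single point, 1% DMSO. Times: 16-18 h seeding, 90 min dark compound exposure, 60 min detection. Detection: beta-gal luminescence. Evaluation: APJ–arrestin association signal. Controls: negative DMSO alone, positive Apelin-13 at 10 nM.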
Active calls of the source: *; . = no result given.

SMILES	EBI2 block	Gli-Sufu block	APJ antag	UBC13 inh	CCR6 antag	CXCR6 inh	ATG4B inhibitor	APJ ag
CC1(C)C(C#N)=C(N)OC2=C1C(=O)CCC2	4	0	-8	6	-7	-11	-9	-1
CSc1nnc(SCC#N)s1	-16	-19	12	1	-4	-4	-6	2
CC1(C)CC2CC(C)(CN2S(=O)(=O)c2cccc(C(N)=O)c2)C1 (centres undefined)	3	5	4	-7	3	3	-1	-2
Cc1ccc(S(=O)(=O)NN)c(C)c1N1CCCC1=O	-11	5	-5	-4	8	-2	2	-2
O=C(COC(=O)c1ccccc1F)Nc1cc(S(=O)(=O)N2CCOCC2)ccc1N1CCCC1	6	-8	-8	-6	-4	16	-4	-2
COc1cccc(N(C(=O)c2ccn[nH]2)C2(C(=O)Nc3c(C)cccc3C)CCCCC2)c1	2	9	4	-3	-1	1	-21	4
CCCc1cc(=O)[nH]c(SCc2ccc(C#N)cc2)n1	-21	10	-17	3	0	7	-3	0
CCc1ccc(NC(=O)Nc2cccs2)cc1	-5	-20	8	-2	-1	-7	1	-1
Cc1cc(Oc2ccccc2)nc(-c2ccccc2O)n1	28	1	18	1	7	-2	-5	-5
CN1C(=O)c2ccc(C(=O)Nc3ccc(Br)cn3)cc2C1=O	23	-5	2	8	-13	-14	-2	5
O=C(O)CC/C(=C\c1cccc(NC(=O)c2ccccc2Cl)c1)c1nc2ccccc2s1	5	-16	8	-19	8	-4	43*	-3
CN(C)CCCN1c2ccc3ccccc3c2Sc2cccc(Cl)c21	-26	5	.	.	9	-16	11	.
CCOc1ccc(S(=O)(=O)N(C)CC(=O)NC2CC2)cc1	-2	-19	-5	-3	16	3	-4	4
O=C(COc1ccccc1)Nc1ncn[nH]1	4	8	-24	-8	-2	-12	-3	-4
COc1cc(C2C(C(=O)OC(C)C)=C(C)Nc3ncnn32)cc(OC)c1OC (centres undefined)	1	0	10	-2	-12	-3	-2	7
Cc1ccc(C(C(=O)NC2CCCC2)N(C(=O)CNC(=O)c2cccs2)c2cccnc2)o1 (centres undefined)	-4	6	-20	7	-13	-3	-1	-1
Cc1cc(C)c2nc(-c3cccnc3)cc(C(=O)NC(C)c3cnn(C)c3C)c2c1 (centres undefined)	14	17	10	12	-11	-4	-6	1
Cn1c(Cc2cccs2)nnc1SC/C=C/c1ccccc1	14	-3	16	8	-9	-5	-9	-4
CC1CCN(C(=O)CSc2nnc(-c3ccc(S(=O)(=O)N4CCOCC4)cc3)n2C)CC1	-14	7	20	3	-16	-3	-8	-3
COc1ccccc1CNCC(=O)N1CC(=O)Nc2ccccc21	1	2	-10	-10	6	-4	-8	-1
COC(CNC(=O)C1CCCN(S(=O)(=O)c2ccc3c(c2)oc(=O)n3C)C1)OC (centres undefined)	3	5	-14	5	11	3	-5	-2
CC1(NC(=O)c2cc(Cl)nc3ccccc23)CCS(=O)(=O)C1 (centres undefined)	-5	-6	15	11	-3	-6	-4	-3
NC(=O)Nc1ccc(C(=O)OCC(=O)Nc2cccc(S(=O)(=O)NC3=NCCC3)c2)cc1	2	2	-3	3	4	6	1	-2
CN(C(=O)CSc1nc2scc(-c3ccccc3)c2c(=O)[nH]1)c1ccccc1	3	9	6	-18	-3	-2	18	-2
Cc1cc(/C=C2/NC(=O)N(Cc3ccccc3F)C2=O)c(C)n1C	11	3	4	-14	12	1	15	-3
Cc1ccc(S(=O)(=O)N2CCC(C(=O)OCC(=O)NC3(C#N)CCCCC3)CC2)cc1C	-6	-6	17	1	11	1	-4	-4
CC(C)(C)NC(=O)C[C@H]1C[C@H](C(=O)N2CCOCC2)[C@@]2(CCC3CCCC3)c3[nH]c4cc(-c5ccco5)ccc4c3CCN2C1=O	11	3	.	.	12	8	-8	.
CS(=O)(=O)N(Cc1ccccc1)c1ccc(C(=O)NCc2cccnc2)cc1	-14	8	9	9	-9	-5	-8	-6
CCOC(=O)c1cn(CC#N)c2cc(F)c(F)cc2c1=O	3	5	9	0	9	-3	10	-3
CCn1cnc2sc(C(=O)Oc3cccc(C)c3)c(C)c2c1=O	8	9	-29	4	-11	3	-9	-4
COC(=O)c1ccc(C(=O)NC2CC(C)(C)Cc3c2cnn3-c2ccc(F)cc2)nc1 (centres undefined)	6	4	-10	-14	7	4	4	5
CCC(C)NC(=O)c1ccc(CSCc2cccc(F)c2)o1 (centres undefined)	1	-3	-1	4	8	-2	-4	-4
CCCCc1cc(=O)oc2cc(OCC(=O)N3CCOCC3)ccc12	4	32	23	6	10	2	-15	-4
O=C(COC(=O)C1=NN(c2ccccc2)C(=O)CC1)Nc1ccc([N+](=O)[O-])cc1C(F)(F)F	-12	7	-8	2	-8	-4	-5	2
N#Cc1ccccc1CN1C(=O)S/C(=C/c2cccn2-c2ccc(C(=O)O)cc2)C1=O	-4	0	5	-19	27	5	13	-7
COC(=O)c1c(C)[nH]c(-c2csc(N)n2)c1C	-1	-15	-24	-3	5	5	-4	-2
Cc1nc(CS(=O)(=O)c2ccccn2)sc1C(=O)NNC(=O)c1ccccc1	2	3	24	2	-4	3	2	-4
CC1(C)NC(=O)N(CCCCOc2ccc(Cl)cc2)C1=O	17	4	-2	-4	7	7	-2	-1
Clc1ccsc1-c1ccc2ccccc2n1	1	0	5	-4	5	1	25	-2
CCOC(=O)C1(C)Oc2ccc(S(=O)(=O)CC)cc2NC1=O (centres undefined)	-11	3	-34	-12	-6	-9	-5	0
CCC(C)[C@@H](C(=O)NCC1CCC(C(=O)O)CC1)n1nnc2ccccc2c1=O (some centres undefined)	-4	3	-18	-6	-5	-3	-1	0
COc1ccc(/C=c2/sc3n(c2=O)NC2(c4ccccc4)N(C)C(=O)N(C)C2(c2ccccc2)N=3)cc1 (centres undefined)	-8	8	8	-15	1	15	-1	-2
CN1C(=O)/C(=C/c2ccccc2OCc2ccc(F)cc2)N(C)C1=S	-26	20	13	6	12	5	3	-2
Oc1ccc(/C=N/Nc2cccc(Cl)n2)c(O)c1	5	4	-13	2	-7	-5	-9	3
Cc1cnc(NC(=O)c2cncc(Br)c2)s1	-13	-52	6	-1	11	-3	15	-2
Cc1occc1-c1nnc(SCC(=O)Nc2nc3ccccc3s2)o1	-6	3	-5	1	12	-8	-11	-3
Cc1nn(-c2ccccc2)c(C)c1/C=C/C(=O)OC(C)C(N)=O (centres undefined)	-13	-3	-2	4	0	6	5	0
Cc1ccc(C)c(/C(O)=C2/C(=O)C(=O)N(CCN3CCOCC3)C2c2ccco2)c1 (centres undefined)	-11	-2	18	1	2	2	-5	1

A different layout for part of the listing above.
canonical_smiles,EBI2 block,Gli-Sufu block,APJ antag,UBC13 inh,CCR6 antag,CXCR6 inh,ATG4B inhibitor,APJ ag
CC1CCN(C(=O)CSc2nnc(-c3ccc(S(=O)(=O)N4CCOCC4)cc3)n2C)CC1,-14,7,20,3,-16,-3,-8,-3
COc1ccccc1CNCC(=O)N1CC(=O)Nc2ccccc21,1,2,-10,-10,6,-4,-8,-1
COC(CNC(=O)C1CCCN(S(=O)(=O)c2ccc3c(c2)oc(=O)n3C)C1)OC (centres undefined),3,5,-14,5,11,3,-5,-2
CC1(NC(=O)c2cc(Cl)nc3ccccc23)CCS(=O)(=O)C1 (centres undefined),-5,-6,15,11,-3,-6,-4,-3
NC(=O)Nc1ccc(C(=O)OCC(=O)Nc2cccc(S(=O)(=O)NC3=NCCC3)c2)cc1,2,2,-3,3,4,6,1,-2
CN(C(=O)CSc1nc2scc(-c3ccccc3)c2c(=O)[nH]1)c1ccccc1,3,9,6,-18,-3,-2,18,-2

Further records
SMILES	EBI2 block	Gli-Sufu block	APJ antag	UBC13 inh	CCR6 antag	CXCR6 inh	ATG4B inhibitor	APJ ag
COc1ccccc1Nc1ccc([N+](=O)[O-])cc1N	0	4	36	-85	33	26	-11	-6
O=S(=O)(NNc1ncc(C(F)(F)F)cc1Cl)c1ccccc1	-30	-3	12	-4	7	-16	2	-2
C[C@H](CO)N1C[C@H](C)[C@@H](CN(C)S(=O)(=O)c2ccccc2)Oc2ccc(NC(=O)Cn3cnnn3)cc2C1=O	-3	-6	10	2	3	-1	-5	1
CN1C(N)=NC(=O)/C1=C\c1ccc(Br)cc1	-14	0	4	0	8	0	-7	-1
CCN(CC(=O)NCc1cccs1)S(=O)(=O)c1ccc(F)c(F)c1F	0	2	-32	1	4	-2	-1	-6
COC(=O)c1cccc(N(CC(=O)NC2CCCC2)C(=O)CNC(=O)c2cccs2)c1	-8	-18	-6	2	17	-6	1	-1
O=C(C=Cc1ccc(Cl)s1)c1ccc(Cl)s1	5	3	.	.	14	3	7	.
COc1ccccc1-c1cc(C(=O)Nc2cc(C)on2)no1	0	-20	6	21	0	3	6	-2
CC(C)(C)Oc1ncc(Br)c(OC(C)(C)C)n1	-4	0	0	0	3	-9	-8	4
C=CCN1C(=O)/C(=C\c2cccc(OC(=O)c3ccco3)c2)SC1=S	4	-13	4	2	3	-13	-4	-2
O=[N+]([O-])c1c(-c2cn[nH]c2)n[nH]c1-c1cn[nH]c1	0	7	21	56*	6	7	-2	0
O=C1CC(N2CCN(c3ccc(Cl)cc3)CC2)C(=O)N1c1ccc(F)cc1 (centres undefined)	-7	2	0	-6	5	-4	-6	-3
COc1cc(C2CC(c3c(C)cc(C)[nH]c3=O)=NN2c2ccccc2F)cc(OC)c1OC (centres undefined)	2	.	0	16	4	5	6	-1
CCc1ccc(-c2cc(C(F)(F)F)n3nc(C(=O)Nc4cnn(Cc5ccccc5C)c4)cc3n2)s1	6	10	-22	1	-16	7	1	2
COc1ccc(NC(=O)CCCC(=O)OCC(=O)c2cccc(OC)c2)cc1	-1	-10	7	7	18	-4	1	-3
CC1(C)CC(=O)c2cc(C(=O)NNc3ccccc3)c(=O)n(-c3ccccc3)c2C1	-5	3	16	-4	0	0	9	-3
O=C(Nc1nnc(COc2ccc(Cl)cc2)s1)c1cccs1	-5	-27	-9	-8	3	2	0	8
Cc1cccc(-c2nsc(SCC(=O)Nc3ccc4c(c3)OCO4)n2)c1	-3	5	13	2	8	-6	31	-3
CC1(C)CCC(=O)C=C1Nc1ccc(F)c(Cl)c1	-3	10	2	-14	3	-3	-1	3
CN(Cc1ccccc1)C(=O)c1ccc(NC(=O)Cc2ccc(NC(=O)C3CCCN(C(=O)C4CCCC4)C3)cc2)cc1 (centres undefined)	-4	0	.	.	11	-9	-9	.
O=C(NNc1ccccc1)C(CCO)C(=O)NNc1ccccc1	-3	1	13	-4	2	0	1	-6
Cc1onc(-c2ccccc2)c1C(=O)NC(=S)NNC(=O)c1cc(-c2ccc(F)cc2)n[nH]1	8	0	20	4	13	16	-1	-4
COc1ccc(-c2cc3nc(-c4ccccc4)cc(N4CCCC(O)C4)n3n2)cc1 (centres undefined)	66*	16	-4	34	-10	-14	-15	2
O=C(Nc1ccccc1N1CCCC1)c1cc(=O)[nH]c2ccccc12	10	-8	9	-6	-4	-7	-1	6
COc1ccc(N(CC(=O)NCCc2ccc(S(N)(=O)=O)cc2)S(=O)(=O)c2c(C)noc2C)cc1	4	3	5	-2	10	10	9	-1
Cn1ccnc1C(=O)Cc1ccc([N+](=O)[O-])cc1	-15	3	-9	-6	-4	1	-4	3
CC[C@@H]1C(c2ccc(F)cc2)=NN(c2ccc(Br)cc2)[C@H]1C(=O)N1CCOC1=O	0	-3	.	.	13	-3	7	.
CC1CN(S(=O)(=O)c2ccc(C(=O)NC3CCCCC3)cc2)CC(C)O1 (centres undefined)	3	-1	3	10	12	4	-9	3
Cc1ccc(S(=O)(=O)NCCC(=O)OCC(=O)Nc2cccc(Cl)c2)cc1	4	-44	0	12	23	10	-11	-4
COC(=O)C(C#N)c1nc2ccccc2nc1N1CCCC1 (centres undefined)	-2	-5	19	-11	26	13	-2	-1
CCOc1ccc(NC(=O)c2cccc3c2C(=O)N(CCOC)C3)cc1	3	-3	9	-11	3	0	-17	-3
